NFkB transloc pot: enhances IL-1B driven NFkB nuclear translocation. HUVEC IL-1B NFkB p65 nuclear translocation imaging. activation, % at 2 µM. 94,000 tested, 0.3% active. AID 819;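 active = activation above 40%, about the mean plus 3 SD, also judged a hit on visual image review; inconclusive = activation above 40% but not a hit on visual review; inactive = activation not above 40% and no visual hit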;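 also: percent activation is computed from the nuclear over cytoplasmic p65 intensity ratio; values of inactives mirror those of a sister screen read the other way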
PLAP inhibitors HTS: PLAP enzyme inhibitors, biochemical, luminescence, HTS (AID 690) | inhibition, % at 20 µM; hits with a dose series show IC50 in µM | 96,000 tested, 0.08% active | purified PLAP, luminescent substrate; higher % means a stronger effect; in the data active = a potency from the dose series; inactive = the rest, 99 in 100 with inhibition below about 30%; also: strong numbers were not always called active
NFkB transloc inh: blocks IL-1B driven NFkB nuclear translocation in HUVEC cells; 94,000 tested, 0.43% active; AID 796; HUVEC IL-1B NFkB p65 nuclear translocation imaging; inhibition, % at 2 µM;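 active = inhibition above about 30% together with a positive call from visual inspection of the well image, limit read from the data; inconclusive = inhibition above a set limit but visual check negative; inactive = inhibition not above a set limit, visual check negative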;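 also: nuclear over cytoplasmic p65 intensity ratio measured by imaging; 0% = IL-1B stimulated DMSO wells and 100% = unstimulated DMSO wells; values of inactives mirror those of a sister screen read the other way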
Bcl-B displacement: displacers of TR3 peptide from Bcl-B, primary screen, selectivity assay for Bfl-1 inhibitor project, biochemical, fluorescence polarization | 96,000 tested, 0.11% active | FP displacement of FITC-TR3 peptide from Bcl-B; higher % means a stronger effect | one-dose displacement, % at 20 µM; IC50 in µM for titrated hits;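 active = displacement above 50% at 20 µM plus a fluorescence interference ratio under 1.5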;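 also: plate controls were wells without compound for no effect and wells lacking Bcl-B protein for full effect; a part of the inactive calls stands beside numbers as strong as those of hits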
MRP reversal: MRP-mediated drug resistance reversal | 85,000 tested, 0.04% active | H69AR cells + 2 uM doxorubicin, CellTiter-Glo, 72 h | differential viability (reversal), % at 10 µM;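 active = viability drop by adding the cancer drug above about 55%, with treated viability meeting a 40% cutoff, limit read from the data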;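 also: viability without doxorubicin minus viability with 2 µM doxorubicin for each compound; larger differential means the compound sensitizes cells more to doxorubicin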
MRP reversal cytotoxicity: further read-out of MRP reversal, marked with its call; viability, %; H69AR cells, CellTiter-Glo, 72 h; measured here: cytotoxicity without doxorubicin
MRP reversal with doxorubicin: also measured in MRP reversal; calls as there; viability, %; measured here: viability with 2 uM doxorubicin; active compounds read low
NFkB transloc inh cell count 2 µM: further read-out of NFkB transloc inh, marked with its call; cell count; measured here: cells passing quality filter;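 raw number of nuclei counted in each imaged well without normalization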
NFkB transloc pot cell count 2 µM: also measured in NFkB transloc pot; calls as there; cell count; measured here: cells passing quality filter
* = called active by the depositor; ? = inconclusive; · = not tested or not shown.

SMILES	NFkB transloc pot	NFkB transloc pot cell count 2 µM	PLAP inhibitors HTS	NFkB transloc inh	NFkB transloc inh cell count 2 µM	Bcl-B displacement	MRP reversal	MRP reversal cytotoxicity	MRP reversal with doxorubicin
O=C1c2ccccc2NC(c2ccc(-c3cccc(Cl)c3)o2)N1O (centres undefined)	6	189	-66%	-6	189	2%	·	·	·
CCn1nnc(-c2ccccc2NC(=O)C(F)(F)F)n1	10	159	-8%	-10	159	8%	·	·	·
COc1cc2ccccc2cc1-c1nnc(COc2ccccc2)o1	-20	145	-9%	20	145	4%	14	99	85
COc1ccccc1Nc1nc(N)nc(CSc2nnc(C)s2)n1	-6	151	-12%	6	151	-1%	2	76	74
CCOC(=O)c1ccc(-c2c(C(=O)OCC)oc3cc(O)c(CC)cc3c2=O)o1	9	161	-26%	-9	161	6%	-23	63	86
Cc1cc(C)c2nc(SCC(=O)Nc3ccc(S(=O)(=O)N4CCCC4)cc3)c(C)cc2c1	17	71	-31%	-17	71	2%	-14	65	79
CC(=O)NCCN1C(=O)C2C3c4ccccc4C(c4ccccc43)C2C1=O (centres undefined)	1	131	2%	-1	131	15%	3	92	88
CCOC(=O)c1c(-c2cccs2)csc1NC(=O)CNCCN1CCOCC1	1	152	-96%	-1	152	-5%	·	·	·
CCOC(=O)CNC(=O)CSc1nc2sc(C)c(C)c2c(=O)n1C	-11	76	-9%	11	76	0%	9	99	90
COc1cccc(CN(CC(=O)NCC2CCCO2)C(=O)CCC(=O)Nc2cc(C)on2)c1 (centres undefined)	-8	180	-30%	8	180	-4%	13	96	83
Cc1oc(C(C)(C)C)cc1C(=O)Nc1ccc2c(c1)OCCO2	4	182	-20%	-4	182	-2%	11	83	73
COc1ccc(Cc2nnc(SCc3c(C)noc3C)n2C2CCCCC2)cc1OC	30	114	-56%	-30	114	3%	-5	59	64
CC1(C)OC(=O)C(=CNCC(O)c2ccccc2)C(=O)O1 (centres undefined)	-6	148	-15%	6	148	9%	-6	90	97
O=C(Nc1c(C(=O)Nc2cccc(F)c2)oc2ccccc12)c1ccc2c(c1)OCO2	4	143	-18%	-4	143	11%	-3	24	27
CCCCS(=O)(=O)NC1=NCN(CC)CN1	24	194	-4%	-24	194	-1%	·	·	·
O=S1(=O)CCN2C(=N1)Sc1c2ccc2c1CCCC2	·	·	15%	·	·	5%	9	91	82
CCCCC(CC)CNC(=O)c1[nH]c(C)c(C(C)=O)c1C (centres undefined)	-8	148	4%	8	148	-8%	8	75	67
N=c1c2c(n(Cc3ccc(Cl)c(Cl)c3)c3c1CCC3)CCCC2	14	163	4%	-14	163	-20%	-23	47	70
CCC(=O)Nc1cccc(NC(=O)CSc2nnc(-c3ccc(NS(C)(=O)=O)cc3)n2CC)c1	12	195	-39%	-12	195	-1%	12	90	78
CCC1CCCCN1CCNS(=O)(=O)c1ccc2c(c1)oc(=O)n2C (centres undefined)	0	90	·	0	90	·	0	95	95
CCOC(=O)C(C)Sc1ccc2nnc(-c3ccc(F)cc3)n2n1 (centres undefined)	12	128	-23%	-12	128	-12%	14	43	29
COc1cccc(N2CCN(c3c4c(nc5ncnn35)CCC4)CC2)c1	-30	70	-9%	30*	70*	-1%	2	78	77
CC1CCc2c(sc3nc(C4CC4)nc(N4CCN(C(=O)c5ccco5)CC4)c23)C1 (centres undefined)	29	126	·	-29	126	·	-4	76	81
O=C(Cn1c(=O)n(Cc2ccccc2)c(=O)c2ccccc21)NCc1ccco1	-2	137	21%	2	137	-20%	·	·	·
Cc1csc(NC(=O)Cc2c[nH]c3ccccc23)n1	-3	162	9%	3	162	-8%	-8	82	90
COc1ccc(Oc2coc3c(CN(C)C)c(O)ccc3c2=O)cc1	14	170	5%	-14	170	-6%	-3	96	99
CCN(CC)CCNC(=O)c1c(C)oc2cc(Br)c(OC)cc12	0	68	-36%	0	68	10%	-7	86	94
CCOC(=O)N1CCN(C(=O)Cn2ncn3nc(-c4cccs4)cc3c2=O)CC1	3	144	-17%	-3	144	-15%	-24	64	88
CCCCOc1ccccc1NC(=O)CC1Nc2ccccc2NC1=O (centres undefined)	·	·	-50%	·	·	-24%	-41	40	81
Cc1nn(Cc2ccccc2Cl)c(C)c1C(=O)NCc1ccco1	5	140	12%	-4	140	1%	19	94	75
COc1ccccc1CN(CC(=O)NCc1ccc2c(c1)OCO2)C(=O)c1ccc2c(c1)OCCO2	2	73	·	-2	73	·	21	81	60
CCc1nnc(NCn2nc(C)cc2C)s1	12	57	-10%	-12	57	-2%	4	93	89
O=C(CN1C(=O)COc2ccc(Cl)cc21)Nc1ccc2c(c1)OCCO2	-8	154	5%	8	154	-12%	5	87	83
Cc1oc(C)c(C(N)=O)c1C(N)=O	-1	106	7%	1	106	8%	-14	83	97
Cc1cccc(N/C=C/c2onc(C)c2[N+](=O)[O-])c1	-3	59	14%	2	59	-13%	6	72	66
O=C(CCc1ccccc1)N1CCN(CCO)CC1	·	·	-8%	·	·	-3%	10	98	88
O=C(CSc1nc(-c2ccccc2)cc(=O)[nH]1)N1CCc2ccccc21	3	154	-24%	-3	154	-3%	-3	76	79
Cc1ccc(CNC(=O)CSc2nc(N3CCCCC3)nc(N3CCCCC3)n2)cc1	9	122	-55%	-9	122	-5%	11	99	88
COc1ccc(Nc2nc(CC(C)=O)ns2)cc1	21	134	·	-21	134	·	22	105	83
O=C(CCCn1c(=O)[nH]c2ccsc2c1=O)N1CCCCC1	9	170	-8%	-9	170	1%	7	72	65
O=C(CSCc1ccccc1Cl)NN=C1CCCCCC1	7	100	12%	-7	100	-5%	·	·	·
Cc1cc(C)n2nc(-c3cccnc3)nc2n1	23	126	20%	-23	126	0%	24	101	77
CC(NC(=O)NC1CCCCC1)C(c1cccs1)N1CCN(c2ccccc2)CC1 (centres undefined)	-13	167	-48%	13	167	3%	2	78	76
CC(C)(C)Cc1nnc(NS(=O)(=O)c2ccc(F)cc2)s1	98*	184*	-34%	-98	184	2%	5	95	90
C=CCN1C(=O)/C(=C2\SC(N3CCOCC3)=NC2=O)c2cc(Br)ccc21	?	·	-19%	-54	118	15%	-1	79	80
COc1ccc(CCNC(=O)COC(=O)c2ccc[nH]c2=O)cc1	6	180	2%	-6	180	11%	·	·	·
O=C(c1ccco1)N(Cc1ccc([N+](=O)[O-])cc1)c1ccc(Br)cc1	-7	153	8%	7	153	-6%	·	·	·
COc1cccc(CNC(=O)Cn2c(=O)oc3ccccc32)c1OC	-1	40	-10%	1	40	-1%	-22	98	119
N#Cc1nc(COc2cccc(Cl)c2)oc1N1CCCC1	-2	185	2%	2	185	23%	11	100	89
Cc1c(NC(=O)C2(c3ccc(Cl)cc3)CCCC2)c(=O)n(-c2ccccc2)n1C	11	94	1%	-11	94	-6%	6	83	76
Next section
SMILES	NFkB transloc pot	NFkB transloc pot cell count 2 µM	PLAP inhibitors HTS	NFkB transloc inh	NFkB transloc inh cell count 2 µM	Bcl-B displacement	MRP reversal	MRP reversal cytotoxicity	MRP reversal with doxorubicin
CN(Cc1ccccc1)c1nc2c(c(=O)[nH]c(=O)n2C)n1CCSc1nc2ccccc2[nH]1	-6	56	-103%	6	56	1%	4	84	80
CC(=O)Nc1cccc(-c2cnc3ccccc3n2)c1	29	39	10%	-29	39	-6%	7	79	72
CCOC(=O)Cn1c(=O)oc2cc(S(=O)(=O)NC3CCCc4ccccc43)ccc21 (centres undefined)	-1	64	8%	1	64	16%	-6	91	97
COc1ccc(CNc2nc3c(c(=O)[nH]c(=O)n3C)n2CCCc2ccccc2)cc1	4	183	6%	-4	183	10%	3	92	89
CCc1ccc(C(=O)COc2ccc(NC(C)=O)cc2)cc1	-19	160	-23%	19	160	-2%	·	·	·
CC(=O)Nc1ccc(C(=O)CSc2nnc(-c3ccc(O)cc3)n2CC2CCCO2)cc1 (centres undefined)	22	193	-40%	-22	193	6%	5	100	96
O=C(O)Cn1nnnc1SCC(=O)Nc1ccc(OC(F)(F)F)cc1	25	84	-33%	-25	84	-2%	-13	101	114
C=CCc1cccc(CNc2nc3ccccc3n2C(C)C)c1O	11	107	14%	-11	107	-2%	3	60	57
Cc1c(Cl)cccc1Nc1nc(N)nc(CN2CCCCCC2)n1	9	142	-25%	-9	142	-5%	3	65	62
c1ccc(Nc2c3c(nc4ncnn24)CCC3)cc1	·	·	40%	·	·	-3%	2	87	85
CCOC(=O)C1CCCN(C/C=C/c2ccccc2[N+](=O)[O-])C1 (centres undefined)	14	145	-23%	-14	145	3%	·	·	·
C(=N\Nc1nc2ccccc2[nH]1)/c1cccs1	-2	107	-12%	2	107	-11%	·	·	·
O=S1(=O)Nc2c(ccc3cccnc23)-c2ccccc21	·	·	-90%	·	·	-2%	·	·	·
CCCC(=O)Nc1c2c(nn1-c1ccc(OC)cc1)CS(=O)(=O)C2	-1	86	0%	1	86	6%	1	85	85
CC(=O)N1CCc2cc(Br)cc(S(=O)(=O)NCCCN3CCC(C)CC3)c21	-13	90	-12%	12	90	-5%	8	87	80
CCN(CC)c1ccc(/C=C2\C(=O)N(c3ccc([N+](=O)[O-])cc3)N=C2N2CCOCC2)cc1	6	132	·	-6	132	·	22	105	83
Cc1cccc(C)c1OCC(O)CN (centres undefined)	?	·	5%	-51	122	-10%	-8	87	95
Cc1cccc(NC(=O)Cn2cnc3sc(C)c(S(=O)(=O)N4CCC(C)CC4)c3c2=O)n1	27	143	·	-27	143	·	-4	85	89

Compound activity from PubChem.

Only part of the results is shown, so the mix of outcomes need not match the whole.
